VIM-2 inh = inhibitors of Pseudomonas aeruginosa VIM-2 metallo-beta-lactamase. purified VIM-2, nitrocefin hydrolysis, epi-absorbance fluorescence. inhibition, % at 5.6 µM. 290,000 tested, 0.89% active;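 active = inhibition above the mean of all tested compounds plus 3 SD, cutoff set per screening run, cut at about 7.5% in these data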;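 also: red hydrolysis product quenches plate fluorescence so inhibitors raise well fluorescence; 0% = enzyme with DMSO and 100% = DMSO without enzyme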
UBC9 SUMO inh = inhibitors of human SUMOylation (UBC9) | HTRF SUMOylation assay, SAE1/SAE2 + UBC9, in vitro | inhibition, % at 35 µM | 290,000 tested, 0.36% active; in the data active = inhibition above about 50%, passing the limit was not always enough; also: strong numbers were not always called active
Target sequence (P63279 whole entry, looked up): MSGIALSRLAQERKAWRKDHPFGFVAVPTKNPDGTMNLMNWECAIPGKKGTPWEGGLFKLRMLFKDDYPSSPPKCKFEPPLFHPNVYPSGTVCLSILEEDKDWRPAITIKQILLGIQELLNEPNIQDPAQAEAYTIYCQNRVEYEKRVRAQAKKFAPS
pCIP destab = p/CIP protein destabilization | decrease of EGFP signal, % at 10 µM | Q05BA5 | 290,000 tested, 0.01% active | F442A p/CIP-EGFP cells, EGFP fluorescence, 16 h | AID 1984;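 active = EGFP signal decrease of at least 30% at 10 µM or well 3 SD below plate mean, unless failing retest; inactive = the rest, including hits failing retest or dose response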; also: some compounds called inactive have numbers as strong as hits; many of its hits are not listed in these tables
GalR3 antagonist = blocks the human galanin receptor 3; O60755; HEK293 GalR3-CNG cAMP membrane potential fluorescence; galR3 body fused to GalR1 C-terminus; inhibition, % at 3 µM; 360,000 tested, 0.44% active; AID 651719;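 active = inhibition above the screen-wide average plus 3 SD, cut at about 13% in these data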;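 also: forskolin and galanin both at EC90 stimulate the cells; cAMP rise reported by CNG channel membrane potential dye signal; 0% = forskolin plus galanin with DMSO and 100% = forskolin alone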
Target sequence (O60755 1-299 limits assumed): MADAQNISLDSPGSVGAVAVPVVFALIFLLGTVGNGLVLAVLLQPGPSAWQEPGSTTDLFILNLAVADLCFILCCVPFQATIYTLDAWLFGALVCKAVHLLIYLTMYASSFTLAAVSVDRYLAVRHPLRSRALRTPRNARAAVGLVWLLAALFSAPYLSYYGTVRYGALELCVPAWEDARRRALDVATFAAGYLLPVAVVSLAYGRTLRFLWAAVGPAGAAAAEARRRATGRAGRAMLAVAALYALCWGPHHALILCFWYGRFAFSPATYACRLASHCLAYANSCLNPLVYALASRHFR
IDE cell activ = IDE (human) activation, cell-based; 340,000 tested, 0.073% active; activation, % at 5.96 µM; HEK cells, FAbeta-B cleavage, fluorescence polarization; 0% vehicle, 100% cell-free pure enzyme wells; P14735; AID 493087;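 active = activation above the mean of all tested compounds plus 3 SD, set per screening campaign, cut at about 17% in these data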
IMP-1 inhibitor = inhibitors of Pseudomonas aeruginosa IMP-1 metallo-beta-lactamase; purified IMP-1, nitrocefin hydrolysis, epi-absorbance fluorescence; inhibition, % at 5.6 µM; 290,000 tested, 0.45% active;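 active = inhibition above the mean plus 3 SD of all compounds in the same screening run, cut at about 4.5% in these data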;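 also: 0% = IMP-1 with DMSO and 100% = DMSO wells lacking enzyme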
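Material – recombinant IMP-1 enzyme, purified · Amount – IMP-1 0.2 nM before substrate addition · Medium – HEPES buffer pH 7.1 with ZnSO4 and Brij 35 · Timing – 25 °C, 15 min preincubation, 25 min reaction · Measured by – plate fluorescence quenching by hydrolysis product, ex 480/em 530 nm · Read-out – percent enzyme inhibition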
IDE cell inh = inhibitors of human insulin-degrading enzyme in cells. 320,000 tested, 0.41% active. AID 434962. inhibition, % at 5.59 µM. P14735. HEK cells, FAbetaB cleavage, fluorescence polarization;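 active = percent inhibition above the average of all tested compounds plus 3 SD, set per screening campaign, cut at about 16% in these data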;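 also: IDE supplied by intact live HEK cells; FP after avidin binding of uncleaved biotin substrate so inhibition keeps polarization high; 0% = DMSO wells and 100% = 60 µM reference IDE inhibitor Ii1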
NS3 helicase inh = HCV NS3 helicase inhibition; NS3 helicase DNA unwinding, Cy5 molecular beacon fluorescence; inhibition, % at 10.9 µM; 290,000 tested, 0.56% active; AID 1800;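 active = inhibition above the mean of all tested compounds plus 3 SD, set per campaign, cut at about 35% in these data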;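 also: 0% = DMSO wells and 100% = thioflavine S control wells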
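Material: hepatitis C virus NS3 helicase domain fragment enzyme; measured by: Cy5 fluorescence, 0 and 60 min reads; control set: DMSO and thioflavine S; incubation: 60 min unwinding reaction at 25 °C after ATP addition; read-out basis: % inhibition from 60/0 min fluorescence ratio, DMSO 0%, thioflavine S 100%; repeats: singlicate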
CRFBP-R2 block = CRF-BP/CRF-R2 complex antagonism; AID 588475; HEK293 CRF-R2/CRF-BP, CRF-induced calcium fluorescence; 350,000 tested, 0.59% active; inhibition, % at 11.8 µM;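 active = inhibition of the ligand-induced calcium signal above about 50% at the single tested concentration, limit read from the data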
Starred values were filed as active, the others as inactive; x = not tested or not shown.

Sample of the layout (four entries):
SMILES | VIM-2 inh | UBC9 SUMO inh | pCIP destab | GalR3 antagonist | IDE cell activ | IMP-1 inhibitor | IDE cell inh | NS3 helicase inh | CRFBP-R2 block
O=C(c1cc2sccc2n1Cc1ccc(F)cc1)N1CCc2ccccc21 | -1.7 | -22 | -10 | -2 | -2 | -0.6 | 3 | -9 | 16
Cc1occc1-c1nnc(SCC(=O)NCCc2ccccc2)o1 | -0.2 | 19 | -11 | 0 | 0 | -0.2 | -5 | 1 | 11
N#Cc1ccc(CN2CCN(C(=O)CCNS(=O)(=O)c3ccc(F)c(F)c3)CC2)cc1 | x | x | x | 2 | -3 | x | -2 | x | 5
[O-][n+]1ccc(C(O)c2ccccc2)cc1 (stereo not drawn) | -0.2 | -4 | -2 | -9 | 0 | 0.2 | 4 | -7 | 11

Main list, from the start:
SMILES | VIM-2 inh | UBC9 SUMO inh | pCIP destab | GalR3 antagonist | IDE cell activ | IMP-1 inhibitor | IDE cell inh | NS3 helicase inh | CRFBP-R2 block
O=C(c1cc2sccc2n1Cc1ccc(F)cc1)N1CCc2ccccc21 | -1.7 | -22 | -10 | -2 | -2 | -0.6 | 3 | -9 | 16
Cc1occc1-c1nnc(SCC(=O)NCCc2ccccc2)o1 | -0.2 | 19 | -11 | 0 | 0 | -0.2 | -5 | 1 | 11
N#Cc1ccc(CN2CCN(C(=O)CCNS(=O)(=O)c3ccc(F)c(F)c3)CC2)cc1 | x | x | x | 2 | -3 | x | -2 | x | 5
[O-][n+]1ccc(C(O)c2ccccc2)cc1 (stereo not drawn) | -0.2 | -4 | -2 | -9 | 0 | 0.2 | 4 | -7 | 11
Cc1ccc([N+](=O)[O-])cc1S(=O)(=O)NCc1cccnc1 | -0.6 | -6 | 3 | -6 | 1 | -0.5 | 5 | -6 | 3
CSc1ccc(/C=N/NC(=O)CN2CCN(Cc3ccc(Cl)cc3)CC2)cc1 | -1.6 | 4 | 5 | -5 | -4 | -1.7 | 8 | -17 | -145
Cc1ccc(NC(=O)C(=O)c2c[nH]c3ccccc23)cc1 | -0.1 | -5 | -13 | -5 | 7 | 0.6 | x | -4 | 19
COc1ccc([C@@H]2CC=C(C(=O)O)CN2S(=O)(=O)c2ccc(C)cc2)cc1OC | x | x | x | 5 | 5 | x | 2 | x | 0
COC(CNC(=O)CSCc1nc(-c2ccc(SC)cc2)oc1C)OC | -2.9 | 13 | 5 | 1 | -3 | -0.8 | -4 | 10 | 24
O=C(CCSCc1ccccc1Cl)NCc1ccco1 | -2.9 | 7 | 5 | 4 | 6 | -2.7 | 9 | 12 | 4
CCNC(=O)/N=C1/NC(=O)C(C(C)C)O1 (stereo not drawn) | -0.7 | -19 | 2 | -1 | -2 | -1.3 | 2 | -3 | 9
CCOC(=O)c1c(C)[nH]c(C)c1S(=O)(=O)NCC1CCN(Cc2ccccc2OC)CC1 | -2.6 | 24 | 0 | -7 | 3 | -3.2 | 6 | 6 | -6
CCOc1ccc(NS(=O)(=O)c2ccc3c(c2)CCN3C(C)=O)cc1 | -4.7 | 7 | -8 | -10 | -2 | -3.4 | 3 | 6 | 7
O=C(CN1C(=O)c2ccccc2S1(=O)=O)NCCc1ccc(F)cc1 | x | x | x | -5 | 8 | x | -1 | x | -10
COC(=O)c1ccc(CSc2nc3ccc(S(N)(=O)=O)cc3[nH]2)cc1 | 0.5 | 6 | 3 | -3 | -3 | 0.2 | -1 | 4 | 13
O=C1C2CCCCN2C(=O)N1CCCCN1CCN(c2cccc(Br)c2)CC1 (stereo not drawn) | -1.6 | -28 | 12 | -11 | -2 | -1.3 | 5 | 2 | -1
OCCN(Cc1ccccc1)Cc1cccc(F)c1 | -1.5 | 2 | 7 | -7 | 2 | -1.7 | 1 | 0 | -27
Cc1cc(C)c(C)c(C(=O)C2OC(=O)C(C)(C)C(=O)C2(C)C)c1C (stereo not drawn) | -2.6 | -9 | -12 | -4 | 3 | -0.1 | 0 | 5 | -9
CCc1ccc(NC(=O)N(CCN(C)C)C(C)c2cccnc2)cc1 (stereo not drawn) | -3.5 | -6 | -20 | 6 | 2 | -2.3 | 1 | 12 | -12
O=C(CCCSc1ccccc1)Nc1nc(-c2ccccn2)cs1 | 0.5 | 12 | -4 | -4 | -3 | -1.2 | 0 | -2 | -16
NS(=O)(=O)c1cc(C(=O)OCC(=O)N2CCOCC2)ccc1Cl | 0.1 | 6 | -8 | -11 | 3 | -4.0 | 2 | 4 | -3
O=C(O)c1cccc(NC(=O)C2CC(=O)N(Cc3ccccc3)C2)c1 (stereo not drawn) | -1.9 | 5 | -6 | -4 | -2 | -8.4 | 2 | 2 | 25
COc1ccc(CN(C)C(=O)c2ccc(NC(=O)CC3SC(N4CCCC4)=NC3=O)cc2)c(OC)c1OC (stereo not drawn) | x | x | x | -1 | 1 | x | 2 | x | 8
COc1cccc(CNC(=O)Cc2csc(Nc3nc(=S)[nH]c4ccccc34)n2)c1 | -1.6 | 24 | 5 | 1 | 3 | -4.1 | 3 | -14 | -4
CC(C)(C)c1cccc(/C=N/O)c1O | -4.0 | -30 | -9 | 2 | -4 | -3.5 | 3 | 11 | 21

Next part.
SMILES | VIM-2 inh | UBC9 SUMO inh | pCIP destab | GalR3 antagonist | IDE cell activ | IMP-1 inhibitor | IDE cell inh | NS3 helicase inh | CRFBP-R2 block
COc1ccc(CCNC(=O)c2nc(-c3cccs3)no2)cc1OC | -2.9 | 6 | -17 | -6 | -5 | -1.9 | -4 | 3 | 12
CC1CC(C)CN(CC(=O)Nc2ccc3c(c2)OCCO3)C1 (stereo not drawn) | -1.2 | 3 | -6 | -5 | -2 | -3.2 | 2 | 2 | 18
COc1ccc2c(c1)cc1n2CCN2CCCN=C12 | -1.7 | 24 | -21 | -1 | 0 | -2.8 | 5 | 4 | 0
COc1ccc(-c2noc(COc3ccc4c(c3)OCO4)n2)cc1 | -2.4 | 9 | -13 | -6 | -7 | -3.7 | 1 | -3 | 17
O=[N+]([O-])c1cccc(N/N=C/c2ccc(N3CCOCC3)cc2)c1 | -2.5 | -15 | -6 | 1 | 3 | -2.1 | 6 | 14 | 3
O=C(CCNC(=O)c1ccc(Cl)cc1)Nc1ccc(Cl)cc1F | -0.6 | 19 | -1 | -5 | 5 | -1.8 | -1 | -10 | 10
CCc1nnc(NC(=O)CSc2nnc(CNc3cccc(C)c3)n2-c2ccccc2)s1 | -2.5 | 5 | -7 | 1 | 1 | -4.1 | 3 | 4 | 10
COc1ccc(NC(=O)CSc2nc3nc(-c4cccs4)cc(C(F)(F)F)c3c(=O)[nH]2)c(OC)c1 | -3.0 | 9 | -6 | -1 | 3 | -4.6 | 2 | 17 | 45
O=C(Nc1cccnc1)c1cc2c(ccc3ccccc32)o1 | -3.6 | 18 | -4 | x | 2 | -2.6 | 10 | -1 | -15
CC(C)c1nc2oc3c(NCC4CCCO4)ncnc3c2c2c1CCC2 (stereo not drawn) | 1.9 | 24 | -6 | 0 | -1 | -3.2 | 11 | -5 | -40
NNC(=O)Cc1cn(-c2ncc(C(F)(F)F)cc2Cl)c2ccccc12 | -4.0 | 2 | 2 | -2 | -6 | -3.9 | 2 | -3 | -19
C[C@@H]1CN([C@@H](C)CO)C(=O)c2cc(NC(=O)C3CC3)ccc2O[C@@H]1CN(C)Cc1ccc(Cl)c(Cl)c1 | x | x | x | -6 | -1 | x | 10 | x | 21
COc1cc(C2Nc3c(F)cccc3C3C=CCC32)cc(Br)c1OC (stereo not drawn) | -3.7 | 46 | -8 | -5 | 5 | -0.7 | -3 | 27 | 15
O=S(=O)(NCCSc1nnnn1-c1ccccc1)c1cccs1 | -3.3 | -18 | 7 | -2 | 0 | -3.3 | -5 | -5 | 10
CC(OC(=O)C1CC(=O)N(Cc2ccco2)C1)C(=O)Nc1ccc(F)cc1Cl (stereo not drawn) | x | x | x | -5 | 1 | x | -1 | x | 4
COc1cccc(OC)c1C(=O)Nc1ccc2nc(C)c(C)nc2c1 | -1.6 | 0 | -4 | -8 | 1 | -4.5 | 2 | 3 | -9
O=C(O)C(Cc1ccccc1)N1Cc2ccccc2C1=O (stereo not drawn) | -2.5 | 18 | -5 | -3 | 4 | -4.1 | -3 | -9 | -2
Cc1noc(C)c1C(=O)N1CCCC(C(=O)c2cccc(C(F)(F)F)c2)C1 (stereo not drawn) | -1.2 | 19 | -3 | 0 | 0 | -1.7 | 7 | 0 | -3
COC(=O)C1CC(=O)c2sccc2C1 (stereo not drawn) | -2.9 | -6 | 4 | -2 | 7 | -4.9 | 6 | -2 | 10
COc1ccc(NC(=O)CSc2nc3ccccc3cc2Cc2ccccc2)cc1 | -1.0 | -1 | 9 | -5 | 4 | -2.5 | 0 | 1 | 26
Cc1ccc(S(=O)(=O)N2CCN(C)CC2)cc1[N+](=O)[O-] | 0.3 | 3 | -10 | x | 8 | -0.8 | -4 | 3 | 8
CCn1ccnc1CN(C)Cc1cn(-c2ccccc2)nc1-c1ccc(OC)cc1F | -2.5 | 20 | -8 | -6 | 5 | -2.8 | 7 | -9 | 3
Cc1cc(/C=N/NC(N)=S)c(C)n1-c1ccc(Cl)c(Cl)c1 | -5.3 | -2 | -4 | -5 | -7 | -3.8 | 1 | 20 | -43
CCC(C)NC(=O)CSc1nnc(-c2ccc(OC)c(OC)c2)c(-c2ccc(OC)c(OC)c2)n1 (stereo not drawn) | -0.4 | 8 | 2 | -9 | 6 | -1.0 | 1 | 1 | -3
CCOC(=O)N1CCN(Cc2nc(C3CC3)no2)CC1 | -2.9 | 4 | 3 | -1 | 0 | -3.1 | 3 | 19 | -8

Continuation:
SMILES | VIM-2 inh | UBC9 SUMO inh | pCIP destab | GalR3 antagonist | IDE cell activ | IMP-1 inhibitor | IDE cell inh | NS3 helicase inh | CRFBP-R2 block
CC1(C)CC(=O)C2=C(C1)NC(Nc1nc3ccccc3o1)=NC2c1ccccn1 (stereo not drawn) | -6.5 | 6 | 0 | -5 | 4 | -3.4 | 3 | 8 | -11
COCCOC(=O)C(C#N)c1nc2ccccc2nc1N1CCN(Cc2ccccc2)CC1 (stereo not drawn) | -0.3 | 3 | -10 | x | 2 | 0.4 | 4 | -5 | 13
CCCCN(CC)Cc1ccc(CNC(=S)Nc2ccccc2F)o1 | -2.5 | 4 | 10 | 4 | 1 | -1.4 | 1 | -2 | 2
COc1ccccc1N1C(=O)CC(c2ccccc2)CC1=O | x | x | x | -8 | -1 | x | 3 | x | -5
COC(=O)C1=C(C)Nc2c(c(=O)n(C)c(=O)n2C)C1c1ccc(C)cc1 (stereo not drawn) | -1.4 | 8 | -10 | 7 | 5 | -1.8 | -2 | 1 | -2
CC1CN(C(=O)c2cc(F)c(F)cc2Cl)CC(C)O1 (stereo not drawn) | -0.9 | x | x | -2 | -2 | -1.3 | 5 | 2 | 11
COc1ccc(Cc2c[nH]c(=O)[nH]c2=O)cc1 | -0.2 | 11 | 5 | 3 | 1 | -2.2 | 3 | -1 | -4
NCCCC[C@@H]1NC(=O)c2cc([N+](=O)[O-])cc(I)c2SC[C@@H](C(N)=O)NC(=O)[C@H](CCC(N)=O)NC1=O | -3.4 | 5 | 3 | -1 | 3 | -4.6 | 6 | 0 | -4

Not a hit list; about 3.2% have a hit in one of these screens.
